PDI inh: blocks human protein disulfide isomerase activity; inhibition, % at 10 µM; PDI insulin aggregation turbidity, A650, 90 min; 350,000 tested, 0.052% active; P07237; AID 588391;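 active = mean inhibition across replicates of 30% or more, whatever share of single replicates reach that level; inconclusive = mean inhibition below 30% while every single replicate reaches 30%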;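 note: absorbance from insulin aggregation driven by PDI reduction with DTT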
H9c2 protect: modulators protecting cardiomyocytes from myocardial damage; H9c2 cardiomyocytes, H2O2 injury protection, ATPLite, 2 h; protection from H2O2 cell death, % at 20 µM; 360,000 tested, 0.63% active; AID 588492;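 active = compounds giving at least 50% protection of heart cells from peroxide-induced death in the single-dose screen, raw or plate-pattern-corrected value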;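 note: 0% = DMSO wells with peroxide and 100% = DMSO wells without peroxide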
Granule exo inh: lytic granule exocytosis inhibition | TALL-104 LAMP-1 surface exposure, flow cytometry; cells stimulated with thapsigargin and PMA | inhibition, % at 10 µM | 360,000 tested, 0.66% active | AID 651702;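 active = inhibition above about 55%, limit read from the data; inconclusive = no clear call, values can overlap the other calls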
Glyco luc inh: N-linked glycosylation inhibition | 360,000 tested, 0.23% active | D54 ERlucT glycosylation luciferase reporter, 24 h; percent of 100 nM tunicamycin response | reporter increase, % at 12.5 µM | AID 588692;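 active = mean luciferase reporter signal, scaled so untreated is 0 and the glycosylation-blocking control 100, at or above a set limit in every replicate; inconclusive = mean reaches the limit but not every replicate does; inactive = mean below the limit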;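 note: luciferase carries N-glycosylation sites so blocking glycosylation raises the light; 0% = median of neutral control wells and 100% = median of 100 nM tunicamycin wells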
Vif imaging: blocks HIV Vif function | HEK293T cells, Vif self-association by quenched fluorescence, imaging, 24 h | inhibition, % at 7.49 µM | 340,000 tested, 0.35% active | AID 602346; in the data active = inhibition above about 50%, passing the limit was not always enough; inconclusive = no clear call, values can overlap the other calls; inactive = below about 31%; note: some results filed as inactive read as strong as hits
ABCB6 inh 2: inhibitors of human ABC transporter ABCB6. K562-ABCB6 porphyrin accumulation, flow cytometry, 1 h; active compounds read low. AID 602162. 360,000 tested, 0.19% active. fluorescence ratio to DMSO, % at 10 µM;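 active = fluorescence ratio to DMSO below 75%, the collection mean minus 3 SD; inconclusive = too few cells collected in the well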;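 note: signal is porphyrin accumulated inside mitochondria; 100% equals median channel fluorescence of DMSO control wells; lower ratio means ABCB6 inhibition with less porphyrin fluorescence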
Target sequence (Q9NP58 whole entry, looked up): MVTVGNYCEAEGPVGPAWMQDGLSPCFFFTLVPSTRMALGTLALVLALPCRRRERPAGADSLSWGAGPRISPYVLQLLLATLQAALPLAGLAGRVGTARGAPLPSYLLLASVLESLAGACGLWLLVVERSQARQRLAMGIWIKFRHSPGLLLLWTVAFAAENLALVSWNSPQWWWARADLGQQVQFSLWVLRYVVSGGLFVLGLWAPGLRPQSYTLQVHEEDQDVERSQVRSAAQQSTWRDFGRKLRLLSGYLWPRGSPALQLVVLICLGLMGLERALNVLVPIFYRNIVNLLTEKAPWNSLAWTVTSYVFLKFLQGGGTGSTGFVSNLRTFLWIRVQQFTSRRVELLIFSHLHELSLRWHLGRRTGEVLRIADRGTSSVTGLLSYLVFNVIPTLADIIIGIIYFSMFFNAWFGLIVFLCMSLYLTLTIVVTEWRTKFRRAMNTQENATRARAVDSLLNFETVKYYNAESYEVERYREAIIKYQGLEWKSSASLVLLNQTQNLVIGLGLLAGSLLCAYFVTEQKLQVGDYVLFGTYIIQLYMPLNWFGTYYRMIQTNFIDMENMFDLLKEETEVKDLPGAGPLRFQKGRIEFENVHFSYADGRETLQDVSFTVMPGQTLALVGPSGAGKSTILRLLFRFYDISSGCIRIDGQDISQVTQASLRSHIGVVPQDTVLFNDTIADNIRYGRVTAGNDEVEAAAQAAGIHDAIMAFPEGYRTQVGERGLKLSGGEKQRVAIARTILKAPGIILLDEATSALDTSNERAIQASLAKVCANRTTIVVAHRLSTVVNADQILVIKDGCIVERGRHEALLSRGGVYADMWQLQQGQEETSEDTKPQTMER
iPSC survival up: increases survival of single human iPS cells; hiPSC single-cell survival, ATPlite luminescence; 100% = ROCK inhibitor wells, 0% = DMSO; survival enhancement, % at 20 µM; 360,000 tested, 0.044% active; in the data active = survival enhancement above about 18%;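 note: cells exposed to compounds for 16 hours before the ATP read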
m5-HT2A agonist: agonists of mouse serotonin 5-HT2A receptor (HTR2A) | P35363 | CHO-K1 mHTR2A beta-arrestin complementation, luminescence; percent of 30 µM serotonin response | activation, % at 7.6 µM | 360,000 tested, 0.66% active | AID 624169;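 active = activation above a run cutoff, the mean activation of all tested compounds plus 3 SD, cut at about 14% in these data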;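 note: 0% = plate median of compound wells and 100% = 30 µM serotonin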
CaV13 FRET inh: Primary screen for inhibitors of IQ motif and Ca2+-dependent inactivation inhibitor domain binding in CACNA1D, Förster resonance energy transfer in living cells, …. HEK cells, CFP/YFP FRET ICDI-IQ, plate reader, 10 min; percent FRET-ratio fall versus neutral wells. inhibition, % at 12.3 µM. 340,000 tested, 0.098% active. AID 743397;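 active = mean replicate inhibition of at least 30% and at least 1% of replicates passing that level; inconclusive = only one of the two criteria is met; inactive = neither criterion is met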;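 note: 0% = median of the neutral control wells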
aDG glyco up: alpha-DG glycosylation activation | Pro5-aDG cells, alpha-DG glycosylation AlphaScreen (IIH6); 0% Pro5, 100% B10-LARGE cell signal | activation, % at 10 µM | 360,000 tested, 0.22% active;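 active = activation of at least 8% versus controls, or a plate z-score of at least 8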;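 note: Pro5 are CHO cells carrying HIG-tagged alpha-DG that lacks glycosylation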
Numbers without * were called inactive; ? = inconclusive; · = no result given.

SMILES	PDI inh	H9c2 protect	Granule exo inh	Glyco luc inh	Vif imaging	ABCB6 inh 2	iPSC survival up	m5-HT2A agonist	CaV13 FRET inh	aDG glyco up
Cc1ccc2nc(/C=C/c3cccc(F)c3)ccc2c1	-1	-10	0	-7	2	92	-0.9	1	8	-0.3
COc1ccc(/C=N/NC(=O)c2ccc(Br)cc2)cc1Cn1cc(Cl)cn1	-5	3	-6	0	2	96	0.1	-3	3	0.7
CCc1ccc(S(=O)(=O)Nc2ccc(-c3nc4cccnc4s3)cc2)s1	·	-7	3	-1	1	95	0.2	-1	-5	-0.2
C=C(C)C1CC=C(C)/C(=N/NC(=O)c2ccoc2C)C1 (centres undefined)	1	-1	-5	0	8	96	1.4	-4	-5	0.0
Cc1cc(C)cc(NC(=O)CSc2nnc(-c3cc(C)[nH]n3)n2N)c1	11	-4	-2	2	10	96	-0.1	4	-4	-0.1
O=C(N/N=C/C=C\c1ccccc1[N+](=O)[O-])c1ccccn1	8	0	-1	-2	23	99	2.6	-4	-5	-0.4
C[C@@H]1CN([C@@H](C)CO)C(=O)CCCn2nncc2CO[C@@H]1CN(C)C(=O)c1cc(-c2ccccc2)on1	6	3	-2	2	22	96	0.6	0	-4	0.0
O=C(NCC(=O)N1CC(O)CC1C(=O)N1CC(O)CC1C(=O)OCc1ccccc1)OCc1ccccc1 (centres undefined)	1	1	0	1	-1	93	1.0	3	-7	-0.5
CCC(C)(C(=O)NC1CCCCC1)N(CC1CCCO1)C(=O)Cc1cccs1 (centres undefined)	-2	-1	-3	2	4	99	-0.3	2	-5	-0.6
COc1ccc2[nH]c(C(O)(Cc3cccnc3)Cc3cccnc3)cc2c1	-1	4	0	1	-9	100	-1.3	1	-4	-0.1
Cc1ccc(S(=O)(=O)N2CCN(c3ncccn3)CC2)c(C)c1	-2	-7	-7	3	-1	99	-0.1	8	1	0.0
O=C1OCCC1Sc1nnc(-c2cccnc2)n1-c1ccccc1F (centres undefined)	5	1	1	3	-4	101	0.3	6	-4	-0.3
CC(C)=C1C2CCC1C1C(=O)N(c3nccs3)C(=O)C21 (centres undefined)	23	2	2	3	-7	99	-0.5	2	-3	-0.3
CCN(CC)CCNC(=O)C1(O)c2cc(Br)ccc2NC(=O)N1c1ccc(Cl)cc1 (centres undefined)	-2	8	-5	1	-10	93	0.7	-5	-2	0.1
COc1cc(Cn2c3ccc(NC(=O)NCc4ccc(F)cc4)cc3c(=O)n2C)ccc1F	-5	-4	-11	13	9	100	-1.0	-4	-4	-0.1
CCN(CCCNC(=O)C1CCN(S(=O)(=O)c2cnc[nH]2)CC1)c1cccc(C)c1	2	8	0	2	17	157	-1.4	1	-4	-0.3
O=S(=O)(c1ccc(F)cc1)c1nc(-c2ccco2)oc1NCCCn1ccnc1	8	10	-1	-1	·	100	-0.5	-4	-5	0.0
CC(C)c1ccc(/C=C(\c2nc3ccccc3[nH]2)S(=O)(=O)c2ccccc2)cc1	12	-20	3	-6	5	93	-1.3	-4	-6	-0.8
Cc1ccc(CN2CC(N3CCN(CC4CC4)CC3)CS2(=O)=O)cc1 (centres undefined)	·	-3	3	-2	·	101	4.8	-3	-10	3.0
COC(=O)Cc1cc(OC)c(OC)cc1S(=O)(=O)N(C)C	2	8	6	-2	4	104	0.2	-1	2	0.0
COc1cc(C2C(C#N)=C(C)NC3=C2C(=O)c2ccccc23)cc(OC)c1OC (centres undefined)	5	128*	-1	12	·	97	-5.2	-5	-7	-0.2
CN1CCCCc2c1nc1ccccc1c2N (tested in a mixture with another compound)	-1	-2	1	-1	-7	100	-1.2	4	-6	0.1
O=C(Cn1c(NCCO)nc2ccccc21)c1ccco1	-5	-1	-2	-1	2	616	1.3	0	-8	0.2
O=C(CSc1nc2c(c(=O)n1-c1ccc(Br)cc1)SCC2)Nc1nccs1	10	7	-3	8	-8	91	1.1	1	-2	0.0
O=S(=O)(c1cc(Cl)ccc1Br)N1CCCCC1	11	-1	-1	-3	15	95	-2.3	4	-4	-0.2
CCn1c(CCC(=O)O)nc2cc(S(=O)(=O)N(C)C)ccc21	5	-6	17	5	-3	101	-0.1	-3	-6	0.2
COc1ccc(C2C(C#N)=C(N)N(c3ncn[nH]3)C3=C2C(=O)CCC3)cc1 (centres undefined)	-3	2	0	3	2	101	1.9	-1	-4	0.3
COc1cccc(NC(=O)CC(c2ccc(OC(C)C)cc2)c2ccccc2OC)c1 (centres undefined)	-8	1	-2	-4	-3	87	-1.6	0	-3	0.2
O=C1OCCN1C(=O)[C@H]1[C@H](c2ccc([N+](=O)[O-])cc2)C(c2ccc(F)cc2)=NN1c1ccccc1	-6	34	2	2	5	92	2.6	-5	-6	-0.1
CC(C)c1ccc(-c2nnn(CC(=O)N3CCCCC3)n2)cc1	-4	-2	3	1	-1	111	-0.3	2	-5	-0.1
O=C(Nc1ccc(F)cc1)C1CCCN(S(=O)(=O)c2ccc3[nH]c(=O)ccc3c2)C1 (centres undefined)	·	-14	1	0	-6	96	0.1	-1	12	0.1
CCOC(=O)c1ccc(S(=O)(=O)N2CCN(CCC#N)CC2)cc1	·	-6	-2	1	-1	107	-0.3	1	-2	-0.1
CCSC1=NCCN1C(=O)c1ccc(S(=O)(=O)N(CC)CC)cc1	-6	0	0	1	-5	91	-0.2	0	5	-0.5
COc1cc(NS(=O)(=O)c2ccc3[nH]c(=O)oc3c2)cc(OC)c1	5	0	-1	0	2	98	1.9	-5	-4	-0.2
COCCn1c(C)cc(/C=C2/SC(=O)N(CC(=O)N3CCCC3)C2=O)c1C	3	-3	-8	-2	-2	99	0.0	0	-7	0.0
CCOC(=O)c1sc(=NC(=O)c2ccc(Cl)s2)n(C)c1C	-9	-21	-2	-13	-1	91	-0.3	-7	-7	-0.1
Cc1ccc(S(=O)(=O)N2CCN(C(=O)C3CSC4(C)CCC(=O)N34)CC2)cc1C (centres undefined)	-2	3	-10	-2	3	98	-0.2	0	-14	0.0
O=S(=O)(NC1CCCCC1N1CCCCC1)c1ccccc1 (centres undefined)	1	5	-21	1	-6	98	1.3	-6	-4	-0.1
CCCCCCc1ccc(N2C[C@H](Cc3ccccc3)[C@@H](CC(=O)Nc3ccccc3)C2=O)cc1	-4	-11	-3	2	6	98	-2.3	0	-5	0.1
Cn1nc(C(=O)NCCc2ccc(Cl)cc2)c2c1-c1ccccc1S(=O)(=O)C2	-1	19	-2	-5	-22	88	0.4	0	-4	0.1

Individual results from the results shown.
`CCCCCCc1ccc(N2C[C@H](Cc3ccccc3)[C@@H](CC(=O)Nc3ccccc3)C2=O)cc1` in Glyco luc inh has 2
`Cn1nc(C(=O)NCCc2ccc(Cl)cc2)c2c1-c1ccccc1S(=O)(=O)C2` in iPSC survival up has 0.4

Continued.
SMILES	PDI inh	H9c2 protect	Granule exo inh	Glyco luc inh	Vif imaging	ABCB6 inh 2	iPSC survival up	m5-HT2A agonist	CaV13 FRET inh	aDG glyco up
CCC1CCCCN1C(=O)Cn1c(C(=O)OC)cc2ccsc21 (centres undefined)	-1	-3	-5	3	6	104	0.4	-4	-11	0.0
Cc1cc(C)c(C)c(S(=O)(=O)Nc2ccccc2C(=O)NCCCN2CCOCC2)c1C	-4	3	-4	0	-3	100	-0.5	0	-6	0.0
COc1ccc(NC(=O)CN(C)C(=O)Cc2ccc3c(c2)OCCO3)cc1	-2	-4	-6	-2	1	94	0.7	-4	-4	-0.2
O=C(NC1=NCCS1)[C@H](Cc1ccccc1)N1C(=O)c2ccccc2C1=O	0	11	-1	4	3	92	-0.3	3	·	-0.1
CN(CC(=O)Nc1cccc(F)c1)CC(=O)Nc1ccccc1-c1ccccc1	0	-1	-1	3	-2	97	-1.0	-3	-5	0.5
Cc1cc(C)c2c(CN3CCCCC3C)cc(=O)oc2c1 (centres undefined)	-12	-2	4	-1	8	94	2.2	0	-3	0.2
NS(=O)(=O)c1ccc(NC(NC(=O)c2cccnc2)C(Cl)(Cl)Cl)cc1 (centres undefined)	-7	0	-6	1	-4	98	-0.5	6	-21	-0.1
O=C(CSc1nc(-c2ccccc2)c(-c2ccccc2)o1)Nc1nnc(-c2ccccc2)s1	-3	-6	2	-1	0	103	-1.2	-1	-3	0.0
O=C(NCc1ccccn1)c1cccc(NS(=O)(=O)c2ccccc2)c1	-1	5	-1	1	9	101	-0.5	-8	-5	0.3
CC(C)c1nnc(NC(=O)CN(C)S(=O)(=O)c2ccc3c(c2)OCCO3)s1	-9	2	-3	3	?	104	-3.7	-3	-6	-0.1
O=C1CN(C(=O)CSc2nncn2-c2ccccc2)c2ccccc2N1	1	-3	-1	0	11	97	-2.4	0	-4	0.2
COc1ccc(S(=O)(=O)N2CCOC23CCN(S(=O)(=O)c2ccc(F)cc2)CC3)cc1	-3	-11	-6	-3	-2	95	0.2	-4	-7	0.1
CCN(CC(=O)NCc1cccs1)C(=O)COc1ccc(C(C)=O)cc1	6	6	-2	2	28	101	2.4	2	-5	0.0
COc1ccc(-n2nnnc2SCC(=O)NC2CCCC2)cc1OC	-1	-1	-15	0	-7	97	0.9	-4	-3	-0.1
NNc1nc2sc3c(c2c(=O)n1Cc1ccccc1)CCC3	6	14	-5	-2	0	97	1.2	2	1	0.1
Cc1cccnc1N(C(=O)Nc1ccccc1)C1=NCC(C)(C)S1	-7	3	-3	1	15	99	-0.3	-1	-3	-0.2
COC(=O)C1=C(C)N=C2SC(C#N)=C(N)N2C1c1ccc(OCc2ccccc2)cc1 (centres undefined)	4	-1	-1	2	-1	92	-1.2	-6	·	-0.1
CC1CCCC(NC(=O)c2cc(S(=O)(=O)N3CCCCC3)ccc2Cl)C1C (centres undefined)	-5	-1	1	-3	1	100	0.2	-8	-6	1.2
Cc1occc1C(=O)NNC(=O)c1nn(C)c(=O)c2ccccc12	-2	16	2	6	22	92	0.1	-3	-18	-0.2
COc1ccccc1C1CC(=O)n2c(nc(-c3ccccc3)c2-c2ccccc2)S1 (centres undefined)	14	-2	-2	-1	0	95	0.0	-2	6	0.0
C=CCn1c(SCc2cc([N+](=O)[O-])cc3c2OCOC3)nc2cc(C(=O)O)ccc2c1=O	-7	16	-4	2	-1	96	0.2	0	-12	-0.1
CC1(C)CC2(CC(c3ccccc3)c3ccc(O)cc3O2)NC(=S)N1 (centres undefined)	9	-5	-5	-1	-2	97	0.2	-1	-1	0.7
CN(C)S(=O)(=O)c1ccc(C(=O)Oc2coc(CSc3ncccn3)cc2=O)cc1	-4	6	5	1	-1	98	4.7	3	-3	-0.2
COc1ccccc1/C=C/C(=O)OCC(=O)NNC(=O)c1ccccc1	-1	6	-3	1	-2	96	1.9	1	-7	0.1

Assay outcomes: PubChem BioAssay, several laboratories
